# Screening results (PubChem)
# RPL19A TOR yeast – RPL19A-GFP expression modulators in yeast, primary screen, cell-based, S. cerevisiae, multiplex flow cytometry, MLPCN; S. cerevisiae RPL19A-GFP strain, 3 h; active compounds read low; percent response vs DMSO, % at 10 µM; AID 2025, 2009; actives 0.3% (n = 330,000);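 active = percent response vs DMSO below 50%; inconclusive = fewer than 70 events counted for the yeast strain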;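 also: median channel GFP fluorescence of the barcoded RPL19A-GFP strain; ratio of sample median GFP to plate DMSO average so 100% = DMSO; lower means less RPL19A-GFP as with rapamycin TOR inhibition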
# GASC-1 inh – inhibitors of GASC-1 histone demethylase, primary screen, biochemical, fluorescence, DELFIA europium | Lysine-specific demethylase 4C (Homo sapiens), Q9H3R0 | GST-JMJD2C(1-420) H3K9me3 demethylation | inhibition, % at 2.35 µM | actives 0.069% (n = 330,000);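 active = more than half of a compound's replicate wells show inhibition beyond 50%, single wells judged on their own value; inconclusive = some, but no more than half, of replicates pass 50% inhibition; inactive = no replicate passes 50% inhibition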;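 also: signal counts dimethyl H3K9 product captured on neutravidin plate; 0% = median of DMSO wells and 100% = 0.3 times that DMSO median; strong numbers were not always called active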
# Target sequence (Q9H3R0 1-420 limits assumed): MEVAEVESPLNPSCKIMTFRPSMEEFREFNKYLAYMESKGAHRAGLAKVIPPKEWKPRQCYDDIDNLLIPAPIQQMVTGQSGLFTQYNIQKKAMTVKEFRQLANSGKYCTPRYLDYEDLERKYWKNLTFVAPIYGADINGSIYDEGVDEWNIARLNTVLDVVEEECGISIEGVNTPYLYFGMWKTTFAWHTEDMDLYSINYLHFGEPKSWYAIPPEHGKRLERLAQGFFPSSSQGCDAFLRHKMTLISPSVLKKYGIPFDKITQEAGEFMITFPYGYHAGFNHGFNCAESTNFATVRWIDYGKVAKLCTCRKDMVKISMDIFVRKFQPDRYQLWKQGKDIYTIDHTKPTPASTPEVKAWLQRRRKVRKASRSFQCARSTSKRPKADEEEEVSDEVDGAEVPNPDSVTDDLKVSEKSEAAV
# procasp7 counter – procaspase-7 activators, primary screen, counter-screen for procaspase-3 activator project, biochemical, absorbance, HTS, human | Caspase-7 (Homo sapiens), P55210 | recombinant procaspase-7, Ac-DEVD-pNA absorbance 405 nm; D23A/D198A/D206A triple mutant, cannot self-cleave; scale: DMSO 0, 5 µM enzyme 100 | activation, % at 8.5 µM | actives 0.093% (n = 330,000) | AID 463210, 2010;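 active = percent activation above the screen-wide mean plus 3 SD, cut at about 25% in these data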
# Target sequence (P55210 whole entry D23A/D198A/D206A): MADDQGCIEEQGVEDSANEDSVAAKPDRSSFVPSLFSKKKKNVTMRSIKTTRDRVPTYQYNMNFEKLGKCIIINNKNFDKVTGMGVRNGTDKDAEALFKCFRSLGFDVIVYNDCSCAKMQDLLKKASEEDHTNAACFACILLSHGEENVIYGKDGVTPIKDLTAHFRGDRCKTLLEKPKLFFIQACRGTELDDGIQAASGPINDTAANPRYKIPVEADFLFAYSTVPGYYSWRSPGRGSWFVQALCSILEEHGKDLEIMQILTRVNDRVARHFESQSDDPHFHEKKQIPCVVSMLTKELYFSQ
#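 System: Procaspase-7 triple mutant (PC-7 D3A); measure: % activation from two-timepoint absorbance difference, scaled to controls; times: 1 h compound preincubation, 2 h substrate cleavage, 25 °C; also added: Ac-DEVD-pNA substrate, 400 µM as added; measured by: Epi-absorbance of released pNA at 405 nm, two timepoints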
# MEP2 TOR yeast – modulators of MEP2-GFP levels in yeast, primary screen, S. cerevisiae, multiplex flow cytometry, MLPCN library; S. cerevisiae MEP2-GFP strain, 3 h; 100% = DMSO control level; GFP response vs DMSO, % at 10 µM; actives 0.51% (n = 330,000); AID 2016, 2009;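 active = GFP response versus DMSO above a set limit, roughly screen mean plus 3 SD, cut at about 180% in these data; inconclusive = fewer than 70 cells counted for a yeast strain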;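 also: median GFP fluorescence of the barcode-gated MEP2-GFP cells per well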
# proCasp3 act – activators of human procaspase-3 D3A mutant, primary screen, biochemical, absorbance, PC-3 D3A mutant, single concentration; AID 463141, 2010; Caspase-3 (Homo sapiens), P42574; actives 0.11% (n = 330,000); activation, % at 8.5 µM; recombinant procaspase-3 D3A, Ac-DEVD-pNA absorbance 405 nm;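 active = activation above the mean of all tested compounds plus 3 SD, cut at about 21% in these data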;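 also: 0% = DMSO alone and 100% = DMSO wells spiked with extra 5 µM PC-3 D3A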
# Target sequence (P42574 whole entry D9A/D28A/D175A): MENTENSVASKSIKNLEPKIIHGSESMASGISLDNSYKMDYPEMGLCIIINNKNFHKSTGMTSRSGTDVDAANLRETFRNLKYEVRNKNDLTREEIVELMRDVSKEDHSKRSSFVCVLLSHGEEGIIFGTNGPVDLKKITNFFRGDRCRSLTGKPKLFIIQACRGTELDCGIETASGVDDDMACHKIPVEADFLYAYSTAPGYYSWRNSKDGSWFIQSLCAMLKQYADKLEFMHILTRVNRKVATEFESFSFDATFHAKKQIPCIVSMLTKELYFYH
#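 Assay system – Procaspase-3 D3A mutant · Benchmarks – DMSO low control, extra-enzyme high control · Technique – 405 nm absorbance of p-nitroaniline, reads at 0 and 120 min · Doses – 8.5 µM nominal · Measure – % activation between DMSO and enzyme-spiked controls · Also added – Ac-DEVD-pNA chromogenic peptide substrate · Schedule – 1 h compound preincubation, 2 h substrate hydrolysis at 25 °C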
# AHR activator – AHR activators, primary screen, cell-based, luminescence, luciferase reporter, human | AHR-responsive luciferase reporter cells | activation, % at 5 µM | actives 2.5% (n = 320,000) | AID 2796, 2010; in the data active = activation above about 47%;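 also: 0% = vehicle wells and 100% = reference agonist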
# Yeast superoxide – reduction of superoxide in aged yeast, primary screen, HTS; S. cerevisiae aged cells, superoxide DHE fluorescence; active compounds read low; superoxide response (% of plate mean), % at 10 µM; actives 0.18% (n = 330,000); AID 2690, 2010;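 active = superoxide response under a set limit, about three screen SD below normal, cut at about 65% in these data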;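 also: yeast aged for seven days with compound at 30 °C before DHE staining; 100% = average MFI of all compound-treated wells on the plate with controls excluded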
# LAP4 TOR yeast – modulators of LAP4-GFP expression in yeast, primary screen, S. cerevisiae, multiplex flow cytometry, MLPCN library. 3 h; median GFP as percent of DMSO wells. GFP response vs DMSO, % at 10 µM. actives 0.34% (n = 320,000). AID 2023, 2009;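 active = GFP response vs DMSO above a set limit, about the screen mean plus 3 SD, cut at about 150% in these data; inconclusive = under 70 cell events counted for the yeast strain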
# * = called active by the depositor; u = inconclusive; x = not tested or not shown; & = joins results of further samples. An unsorted share of the library (roughly 3.8% active in at least one column).
SMILES,RPL19A TOR yeast,GASC-1 inh,procasp7 counter,MEP2 TOR yeast,proCasp3 act,AHR activator,Yeast superoxide,LAP4 TOR yeast
COc1cc2c(cc1OC)-c1nncn1C(C)(C)C2,93,-13,2,91,-1,-1,101,97
Cc1c(C)n(Cc2ccccc2)c2ncnc(NCCCN(C)C)c12,110,10,-4,110,10,3,93,97
CCOC(=O)c1[nH]c2ccccc2c1NC(C)=O,100,-2&3,-4,105,2,33,102,96
CCN1C(=O)/C(=C2/C=Cc3cc(C)ccc3N2CC)N(C)C1=S,103,-2,-20,107,-19,5,84,108
CC(C)=CCc1c(O)ccc2c1OC(c1ccc(O)c(O)c1)CC2=O (stereo not given),94,14,0,105,2,5,88,100
COc1ccc(S(=O)(=O)N2CCCN(Cc3cccc(F)c3)CC2)cc1,93,8,2,86,0,-1,99,x
COc1ccc(C)cc1NC(=O)CN(C)S(=O)(=O)c1ccc2c(c1)n(C)c(=O)c(=O)n2C,107,1,2,110,1,0,96,94
COc1cc2c(cc1OC)C(CCc1ccccc1)=NCC2,93,-12,1,89,1,8,103,105
N/C(Cc1ccc([N+](=O)[O-])cc1)=N\OC(=O)c1cccc(Br)c1,106,9,-15,104,11,5,77,99
COc1ccc(NS(=O)(=O)c2ccc3[nH]c(=O)[nH]c3c2)cc1OC,98,2,4,99,9,2,111,102
N#Cc1c(-c2ccc(Cl)cc2)ccnc1N1CCOCC1,103,-42,-11,93,-1,-5,118,88
COc1ccc(C(=O)/C=C(\C)NCc2ccc3c(c2)OCO3)cc1,100,2,-5,107,1,6,104,107
Cc1ccc(Cl)cc1NC(=O)CSc1sc2c(O)cc(=O)[nH]c2c1C#N,98,10,-20,102,-9,7,94,93
c1ccc(-c2cnc(CSc3nnc4ccccn34)o2)cc1,102,-4,-3,101,-1,15,106,105
CCN(CC)S(=O)(=O)c1ccc(C)c(NS(=O)(=O)c2cc(/C=C/C(=O)O)cc(OC)c2OC)c1,97,-2,-3,95,-5,4,108,95
COc1ccc(-n2nc(C(=O)NCC(=O)NC3CCCC(C)C3C)c3ccccc3c2=O)c(OC)c1 (stereo not given),103,-7,1,90,0,-1,113,95
CC(NC(=O)CNC(=O)C(Cc1ccccc1)NC(=O)OCc1ccccc1)C(N)=O (stereo not given),99,-1,6,99,5,0,104,98
Cc1ccc(N(C)S(=O)(=O)c2cccc(C(=O)OCC(=O)c3c(N)n(C)c(=O)n(C)c3=O)c2)cc1,93,4,4,94,-2,10,101,92
COc1ccc(/C=C/C(=O)OCC(=O)Nc2ncc(Cl)cc2Cl)cc1,99,x,11,106,0,17,101,95
COc1ccccc1N1CCN(C(=O)c2ccc3nc[nH]c3c2)CC1,104,3,-2,103,1,0,99,96
CC(C)CC(=O)Nc1ccc2oc(-c3cccnc3)nc2c1,106,-3,2,105,0,-2,100,110
O=C(COC(=O)/C=C/c1ccc(OC(F)F)cc1)Nc1cccc(S(=O)(=O)N2CCCC2)c1,93,14,7,95,-3,1,94,105
CCn1ccnc1CN1CCC(n2nccc2NC(=O)c2ccccc2OC)CC1,102,-2,-2,97,6,5,92,98
CCN(CC)S(=O)(=O)c1ccc(N2CCCCC2)c(NC(=O)/C(C#N)=C/c2ccc(OC)cc2)c1,115,-1,-2,136,1,3,108,113
CCCCCC(=O)Nc1sc(C)c(C)c1C#N,106,-21,-13,97,4,28,100,85

# As entered above:
# `Cc1ccc(Cl)cc1NC(=O)CSc1sc2c(O)cc(=O)[nH]c2c1C#N` | AHR activator = 7
# `N/C(Cc1ccc([N+](=O)[O-])cc1)=N\OC(=O)c1cccc(Br)c1` | Yeast superoxide = 77
# `COc1ccc(/C=C/C(=O)OCC(=O)Nc2ncc(Cl)cc2Cl)cc1` | AHR activator = 17
# `CCN(CC)S(=O)(=O)c1ccc(C)c(NS(=O)(=O)c2cc(/C=C/C(=O)O)cc(OC)c2OC)c1` | Yeast superoxide = 108
# `COc1cc2c(cc1OC)-c1nncn1C(C)(C)C2` | LAP4 TOR yeast = 97

# Grouped by structure: those above with an aryl thioether with sulfur outside any ring.
SMILES,RPL19A TOR yeast,GASC-1 inh,procasp7 counter,MEP2 TOR yeast,proCasp3 act,AHR activator,Yeast superoxide,LAP4 TOR yeast
Cc1ccc(Cl)cc1NC(=O)CSc1sc2c(O)cc(=O)[nH]c2c1C#N,98,10,-20,102,-9,7,94,93
c1ccc(-c2cnc(CSc3nnc4ccccn34)o2)cc1,102,-4,-3,101,-1,15,106,105

# New compounds follow
SMILES,RPL19A TOR yeast,GASC-1 inh,procasp7 counter,MEP2 TOR yeast,proCasp3 act,AHR activator,Yeast superoxide,LAP4 TOR yeast
CCCN1CCC(NC23CC4CC(CC(C4)C2)C3)CC1,104,-8,12,102,11,-1,94,94
COc1ccc(C(=O)NNC(=O)C(=O)N2CCCCC2)cc1OC,117,-12,1,96,-3,3,99,98
COc1cccc(N2C(=O)CC(N3CCN(S(=O)(=O)c4ccccc4)CC3)C2=O)c1 (stereo not given),89,1,5,94,-4,-4,98,85
CCOC(=O)C1(CCOc2ccccc2)CCN(C(=O)CCSC)CC1,101,-4,3,100,0,1,89,90
CCOc1ccccc1NC(=O)CSc1nnc(Cn2c(=O)sc3ccccc32)n1C,93,6,-4,105,2,18,96,97
O=C(NCC1CCCCC1)c1ccco1,102,-3,4,102,6,3,92,101
O=C(Nc1ccc(Cl)cc1C(=O)NCC1CCCO1)c1ccc(Cl)cc1Cl (stereo not given),u,-8,-11,u,1,4,96,u
COc1ccccc1C(=O)NC(=O)COC(=O)c1cc[n+]([O-])cc1,98,20,7,100,5,2,106,110
COc1ccc(N(CC(=O)NC2CCCC2)S(=O)(=O)c2c(C)[nH]c(=O)[nH]c2=O)cc1,104,4,-10,103,3,2,116,108
CCOc1ccc(Oc2ccc(Cl)cc2NC(=O)CCNC(C)=O)cc1,99,12,0,107,-1,1,93,103
COc1ccccc1N/N=C(\C#N)C(=N)N1CCOCC1,95,-6,-2,93,3,7,114,117
COc1ccccc1/C=C/C(=O)NC(=S)NCC1CCCO1 (stereo not given),102,-2,2,96,3,69*,97,101
Cc1ccc2nc(SCC(=O)Nc3cccnc3Cl)[nH]c2c1,101,6,6,102,8,42,78,99
COc1ccc(C(=O)Nc2nnc(S(=O)(=O)Cc3ccc(F)cc3)s2)cc1,105,4,3,111,1,2,93,95
O=C(NCCc1ccccc1F)C1CCCN1S(=O)(=O)c1ccccc1 (stereo not given),98,-2,7,96,-2,0,84,96
CC(=O)Nc1ccc(SCC(=O)Nc2ccccc2-c2ccccc2)cc1,104,30,-4,97,-8,2,105,95
COc1ccc(S(=O)(=O)N2CCN(CC(=O)Nc3cc(Cl)ccc3Cl)CC2)cc1,106,19,3,111,7,1,100,106
Cc1ccc(-n2nc(C)c3c(C)c(CCC(=O)NCCCOC(C)C)c(C)nc32)cc1,101,-10,x,108,x,x,100,97
Clc1ccc(C(c2ccccc2)N2CCN(c3ccccn3)CC2)cc1 (stereo not given),97,-11,-14,98,4,0,110,108
O=C(NCCn1cccn1)c1ccc(OC2CCN(C(=O)C3CC3)CC2)cc1,102,-8,5,108,9,-4,91,97
NC(=S)NCc1cccnc1,102,-1,6,106,2,0,93,89
CCS(=O)(=O)N1CCC(C(=O)NC2CCCCCCC2)CC1,97,0,10,107,10,-3,101,94
O=C(NCc1ccncc1)Nc1ccccc1F,94,-2,9,93,-5,11,93,93
O=C(COC(=O)c1cc(-c2ccccc2)nc2ccccc12)Nc1ccc2c(c1)OCO2,115,18,2,118,7,3,121,120
COc1ccc(OC)c(NC(=O)NNC(=O)COc2ccc(F)cc2F)c1,109,-3,-6,100,1,9,87,68

# Another view of 4 compounds above.
smiles	RPL19A TOR yeast	GASC-1 inh	procasp7 counter	MEP2 TOR yeast	proCasp3 act	AHR activator	Yeast superoxide	LAP4 TOR yeast
O=C(NCCc1ccccc1F)C1CCCN1S(=O)(=O)c1ccccc1 (stereo not given)	98	-2	7	96	-2	0	84	96
NC(=S)NCc1cccnc1	102	-1	6	106	2	0	93	89
O=C(NCC1CCCCC1)c1ccco1	102	-3	4	102	6	3	92	101
O=C(Nc1ccc(Cl)cc1C(=O)NCC1CCCO1)c1ccc(Cl)cc1Cl (stereo not given)	u	-8	-11	u	1	4	96	u

# (next part)
SMILES,RPL19A TOR yeast,GASC-1 inh,procasp7 counter,MEP2 TOR yeast,proCasp3 act,AHR activator,Yeast superoxide,LAP4 TOR yeast
COc1ccc(C2=NN(C(C)=O)C(c3cccs3)C2)cc1OC (stereo not given),99,28,x,105,x,x,97,99
O=C(COc1ccc(Cl)cc1Cl)OCn1nnc2ccccc2c1=O,100,11,-3,103,-7,4,97,114
COc1cccc(N2CCN(c3ccc(S(=O)(=O)N4CCN(C)CC4)cc3[N+](=O)[O-])CC2)c1,99,-8,-8,99,9,1,111,93
O=[N+]([O-])c1cccc(CN(CCO)Cc2ccccc2)c1,106,-1,-7,106,1,0,100,109
COc1cc(/C=N/n2nnnc2N)ccc1OCc1c(C)no[n+]1[O-],108,6,3,117,1,1,116,103
Cc1ccnc(NC(=O)CCC(=O)N(CC(=O)NCCc2ccccc2)c2ccccc2F)c1,102,-10,-8,108,-2,1,98,102
O=C(COc1ccccc1)OCC(=O)c1ccc(S(=O)(=O)N2CCCCC2)cc1,92,5,3,96,-4,-1,108,93
O=C(Cc1cccc2ccccc12)Nc1cc(Cl)ccc1C(=O)O,102,5,5,99,3,4,95,93
CN1C(=O)/C(=C\c2ccco2)N=C1c1ccc(Cl)cc1Cl,99,-1,0,103,-10,0,88,102
Cc1ccc(C(C)C)c(OCC(O)CN(C)Cc2ccccc2)c1 (stereo not given),90,-19,6,93,2,1,102,90
CC(=O)OCCCn1c(C)[n+](C)c2cc(Cl)c(Cl)cc21,102,2,3,108,-2,3,104,100
CCOc1ccc(/C=C2\SC(=S)N(CCC(=O)O)C2=O)cc1,112,7,-9,109,-11,-8,108,109
